Screens: PubChem, several laboratories
M4 PAM – CHRM4 positive allosteric modulation. P08173. CHO-K1 hM4/Gqi5, Fluo-8 calcium fluorescence, ACh EC20; 0% = ACh EC20, 100% = maximal ACh. activation, % at 3 µM. 360,000 tested, 0.4% active. AID 624126;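 active = activation above its plate's cutoff, the mean activation of sample wells plus 3 SD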; also: some results filed as inactive read as strong as hits
M5 ag – CHRM5 agonism in calcium assay. P08912. CHO-K1 hM5 cells, Fluo-8 calcium fluorescence; 0% DMSO wells, 100% maximal acetylcholine response. activation, % at 3 µM. 360,000 tested, 0.19% active. AID 624037;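 active = activation above the run's mean over test compounds plus 3 SD, cut at about 23% in these data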;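 also: signal is peak over basal fluorescence ratio across the kinetic read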
Target sequence (P08912 whole entry, looked up): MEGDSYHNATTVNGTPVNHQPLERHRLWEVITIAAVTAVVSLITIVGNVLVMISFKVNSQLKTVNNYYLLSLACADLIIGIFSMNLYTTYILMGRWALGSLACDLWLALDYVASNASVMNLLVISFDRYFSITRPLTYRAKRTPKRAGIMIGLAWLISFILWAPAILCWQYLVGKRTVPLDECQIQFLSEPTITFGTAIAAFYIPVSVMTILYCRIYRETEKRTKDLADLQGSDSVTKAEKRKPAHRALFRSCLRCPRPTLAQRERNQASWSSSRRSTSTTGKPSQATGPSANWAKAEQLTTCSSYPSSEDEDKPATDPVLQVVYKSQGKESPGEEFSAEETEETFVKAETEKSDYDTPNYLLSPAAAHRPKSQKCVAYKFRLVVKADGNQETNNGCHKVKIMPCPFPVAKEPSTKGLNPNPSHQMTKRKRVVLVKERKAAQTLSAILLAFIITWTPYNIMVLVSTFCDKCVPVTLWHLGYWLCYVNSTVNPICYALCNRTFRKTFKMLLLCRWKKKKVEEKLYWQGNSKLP
TAAR1 ag – human TAAR1 agonism; Q96RJ0; CHO RD-HGA16 TAAR1, Fluo-8 calcium fluorescence; vehicle wells 0%, saturating PEA agonist 100%; activation, % at 3 µM; 360,000 tested, 0.99% active; AID 624467;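 active = activation above the mean activation of all test compounds in the run plus 3 SD, cut at about 38% in these data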
Target sequence (Q96RJ0 whole entry, looked up): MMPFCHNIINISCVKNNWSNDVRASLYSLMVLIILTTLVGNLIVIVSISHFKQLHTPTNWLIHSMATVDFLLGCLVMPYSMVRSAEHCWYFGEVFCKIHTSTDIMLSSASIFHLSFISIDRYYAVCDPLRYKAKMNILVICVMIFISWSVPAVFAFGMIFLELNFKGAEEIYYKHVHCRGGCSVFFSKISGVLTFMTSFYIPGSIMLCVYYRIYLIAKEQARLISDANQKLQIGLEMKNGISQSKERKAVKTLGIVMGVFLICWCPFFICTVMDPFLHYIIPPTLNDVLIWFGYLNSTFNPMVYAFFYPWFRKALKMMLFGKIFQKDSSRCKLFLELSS
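Assay system: CHO-derived RD-HGA16 cells with stable Gα16 and human TAAR1; timing: 17-24 h seeding, 75 min 37 °C dye, 30 min RT; read-out: % activation from peak over basal fluorescence ratio, DMSO-to-PEA scaled; measured by: kinetic Fluo-8 calcium fluorescence; benchmarks: low control DMSO, high control PEA (EC100); doses: 3 µM single concentration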
CRFR2-BP antag – antagonists of CRF-binding protein/CRF-R2 receptor complex | AID 588475 | HEK293 CRF-R2/CRF-BP, CRF-induced calcium fluorescence | inhibition, % at 11.8 µM | 350,000 tested, 0.59% active;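 active = inhibition of the ligand-induced calcium signal above about 50% at the single tested concentration, limit read from the data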
M1 PAM parental – M1 PAM counterscreen hit in parental CHO-K1 cells | AID 602247 | 360,000 tested, 0.02% active | activation, % at 3 µM | ATP EC20, Fluo-8 calcium fluorescence; 0% at ATP EC20, 100% at ATP max;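 active = activation above the run cutoff, the mean activation of all test compounds plus 3 SD, cut at about 40% in these data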;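 also: peak over basal fluorescence ratio in a 140 s read after ATP addition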
TAAR1 antagonist – antagonists of human TAAR1; Q96RJ0; CHO RD-HGA16 TAAR1, Fluo-8 calcium fluorescence, antagonist; inhibition, % at 3 µM; 360,000 tested, 1.5% active;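 active = inhibition above a per-plate cutoff, the mean inhibition of test compounds on that plate plus 3 SD, cut at about 49% in these data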;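 also: 0% = DMSO plus EC80 beta-PEA response and 100% = DMSO alone without agonist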
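System: RD-HGA16 CHO cells with stable hTAAR1 and Gα16 | Probe or stimulus: EC80 β-phenethylamine stimulus | Dosing: 3 µM, single point | Times: Dye loading 75 min at 37 °C, then 30 min room temperature | Measured by: Fluo-8 calcium-sensitive fluorescence | Read-out basis: % inhibition of agonist calcium response | Replicates: n of 1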
CRFR2-BP ag – CRF-BP/CRF-R2 complex agonism; HEK293 CRF-R2/CRF-BP, calcium dye fluorescence (FLIPR); percent of saturating CRF peptide response; activation, % at 13.2 µM; 350,000 tested, 0.46% active; AID 588473;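 active = activation of at least 50%, plus an integration ratio under a set limit after plate pattern correction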;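 also: plate controls were neutral control wells without compound for no effect and CRF at EC100 for full effect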
CHRM5 PAM – positive allosteric modulators of human muscarinic M5 receptor; activation, % at 3 µM; P08912; AID 624038; CHO-K1 hM5, Fluo-8 calcium, ACh EC20 PAM; 0% = ACh EC20, 100% = ACh EC100; 360,000 tested, 0.3% active;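 active = activation above the run cutoff, the mean activation of all test compounds plus 3 SD, cut at about 18% in these data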
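Assay system – human M5 receptor in CHO-K1 cells · Read-out – % activation, ACh-normalized · Technique – Fluo-8 calcium fluorescence · Dosing – single-point, 3 µM nominal · Incubation – Fluo-8 loading 80 min at 37 °C plus 30 min room temperature · Repeats – singlicate, one well per test compound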
M5 antag – blocks acetylcholine activation of human M5 receptor. P08912. CHO-hM5 cells, Fluo-8 calcium fluorescence, ACh EC80. inhibition, % at 3 µM. 360,000 tested, 0.59% active. AID 624040;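 active = inhibition above a per-plate cutoff, the mean of that plate's test compounds plus 3 SD, cut at about 27% in these data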;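 also: 0% = acetylcholine EC80 with DMSO and 100% = DMSO without agonist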
Starred values were filed as active, the others as inactive; · = not tested or not shown.

SMILES | M4 PAM | M5 ag | TAAR1 ag | CRFR2-BP antag | M1 PAM parental | TAAR1 antagonist | CRFR2-BP ag | CHRM5 PAM | M5 antag
CC(=O)Nc1ccc(S(=O)(=O)NCCCc2ccccc2)cc1 | -3 | -3 | 3 | 0 | -9 | 2 | 0.1 | 3 | 8
Cc1cc(NC(=O)c2sc(Nc3ccc(F)c(Cl)c3)nc2N)no1 | 1 | 1 | 8 | -10 | 6 | -4 | -1.6 | -7 | 9
CCOc1ccccc1-n1c(C)cc(C=O)c1C | 0 | -5 | -1 | -3 | 16 | -5 | -2.2 | 2 | -2
O=C(N/N=C/c1cccc([N+](=O)[O-])c1)C1CC1c1ccccc1 (stereo not drawn) | -3 | -2 | -2 | -3 | -3 | -3 | -0.3 | 0 | 2
COC(=O)CSc1nc2ccc(C)cc2cc1C#N | -2 | -4 | -1 | -6 | 20 | -6 | 2.3 | 7 | -1
CC1=C(C(=O)OC2CCCC2)C(c2coc3ccc(C)cc3c2=O)C2=C(CCCC2=O)N1 (stereo not drawn) | -12 | -2 | 10 | -5 | -12 | -14 | -0.7 | -4 | 10
CCCN(CCC)C(=O)CSc1nc2ccccc2c(=O)n1CC1COc2ccccc2O1 (stereo not drawn) | 8 | 0 | 3 | 8 | -1 | -3 | 0.1 | 14 | -2
Cc1nc2ccccc2c2oc(C(=O)NCCCN3CC(C)CC(C)C3)cc12 (stereo not drawn) | 3 | -7 | 2 | 9 | 17 | 2 | 0.9 | -3 | 11
O=[N+]([O-])c1ccccc1Nc1cccnc1 | 9 | -4 | 12 | 5 | 10 | 6 | -0.7 | 0 | 15
O=C(NCc1cccs1)c1ccc([N+](=O)[O-])cc1Cl | -1 | -1 | -1 | 10 | 8 | 4 | -0.7 | 2 | -5
COc1cc(CNCc2cc(OC)c(OC)c(OC)c2)cc(OC)c1 | 1 | 7 | 3 | -3 | 3 | 3 | -1.5 | -9 | -2
CCOC(=O)/C(C#N)=C/c1cc2ccccc2nc1N1CCOCC1 | -8 | 1 | 2 | 9 | 18 | 3 | 1.5 | -9 | 17
O=C(CSc1cn[nH]n1)Nc1ccc(O)c(C(=O)O)c1 | -4 | -3 | -2 | -1 | 13 | -9 | 0.4 | -6 | 14
COC(=O)[C@@H](NC(=O)c1ccccc1OC1CCN(S(C)(=O)=O)CC1)C(C)C | -13 | 4 | -1 | -4 | 17 | 4 | 3.9 | 1 | 9
Cc1cc(C)n2cc(CSc3ccccn3)nc2n1 | 7 | -1 | 3 | -7 | 21 | 4 | 0.4 | 2 | 5
Cc1ccc(S(=O)(=O)N2CCN(C(=O)c3cc4c(s3)CCCC4)CC2)c(C)c1 | 5 | 2 | 0 | 0 | -3 | -12 | 0.2 | 7 | -1
Cc1ccc(CN2CCN(CCC(C)C)C(CCO)C2)s1 (stereo not drawn) | -6 | -7 | 7 | -18 | 4 | -19 | 3.0 | -4 | 8
CCOC(=O)CSc1ccc(C(=O)NCCN2CCOCC2)cc1[N+](=O)[O-] | -18 | 0 | 1 | 4 | 18 | -17 | 2.6 | -9 | 13
CC(C)C(NC(=O)/C(=C\c1ccco1)NC(=O)c1ccco1)C(=O)O (stereo not drawn) | -1 | -1 | 2 | 3 | 20 | -10 | 2.3 | -2 | 4
Cc1nn(CCC#N)c(NC(=O)c2ccc(Cl)cc2)c1P(=O)(Nc1ccc([N+](=O)[O-])cc1)N1CCOCC1 (stereo not drawn) | 11 | 0 | 23 | -4 | 10 | 2 | 1.8 | 1 | 6
OC1(C#CCCN2CCCCC2)c2ccccc2-c2ccccc21 | -25 | -17 | 3 | -8 | -2 | 8 | -0.4 | -35 | 90*
CCOc1ccc(C(=O)Nc2cc(C)on2)cc1OCC | 0 | 2 | 1 | -6 | 11 | -5 | -1.7 | -3 | 10
CCCCc1c(O)nc(N2CCN(Cc3ccccc3)CC2)[nH]c1=O | 3 | -1 | 4 | -2 | 15 | 14 | 0.8 | 1 | -3
Cc1ccccc1Cn1c2ccccc2c2cnn(CC(=O)NCc3ccccn3)c(=O)c21 | 11 | 2 | 2 | -57 | -15 | -21 | -1.3 | 1 | -1
CSC(=Nc1ccc(Cl)cc1)N[n+]1ccccc1 | -14 | -6 | 4 | 4 | 25 | -7 | 0.5 | -3 | -1
(more compounds)
SMILES | M4 PAM | M5 ag | TAAR1 ag | CRFR2-BP antag | M1 PAM parental | TAAR1 antagonist | CRFR2-BP ag | CHRM5 PAM | M5 antag
Cc1c(C(=O)NCCC#N)sc(=O)n1Cc1ccc(F)cc1 | 1 | 0 | 1 | · | 17 | 10 | · | 4 | 12
CC(=O)Nc1ccc(S(=O)(=O)NCCSCc2ccco2)cc1 | 5 | 4 | -2 | -9 | 13 | -2 | 0.3 | -2 | -2
Cc1ccc(-c2cc(C(F)F)n3ncc(C(=O)N4CCc5ccccc5C4)c3n2)cc1 | 7 | -7 | 25 | -8 | 22 | 3 | -0.4 | 3 | -12
COc1ccc(C(C)=O)cc1Cn1cnc2c(cnn2C)c1=O | -9 | 3 | 0 | 25 | 22 | 8 | -1.9 | 8 | -1
CCC(=O)N1CCN(c2nc3ccccc3s2)CC1 | 4 | 4 | 11 | -6 | 4 | -8 | -0.8 | -4 | -1
CC(OC(=O)Cn1cc(C(F)(F)F)ccc1=O)C(=O)NC(C)c1ccc(Cl)cc1Cl (stereo not drawn) | 8 | -3 | 0 | -5 | 13 | 5 | 0.3 | -5 | 4
CC(C)C(=O)Nc1ccc2c(c1)C(=O)NC2=O | 7 | 4 | 2 | 27 | 12 | 13 | -0.6 | -10 | 12
O=c1cnnc(N/N=C/c2ccccn2)[nH]1 | -1 | -4 | 0 | 8 | 14 | -26 | -2.7 | -8 | 2
O=C(COc1ccc(S(=O)(=O)N2CCCCC2)cc1)NCc1cccnc1 | 5 | -3 | 3 | 11 | 17 | -11 | 1.1 | 0 | -3
CC(C)CC(NC(=O)c1ccccc1)C(=O)OCC(=O)Nc1ccc(S(N)(=O)=O)cc1 (stereo not drawn) | -1 | -7 | 4 | -8 | 18 | -22 | 0.4 | -3 | -2
Cn1cc(-c2coc3c(C(=O)Nc4ccccc4)cccc23)cn1 | 5 | 2 | 5 | · | 3 | 16 | · | -4 | 8
COc1ccc(NC(C)C(=O)N/N=C/c2ccccc2OCc2ccc(Br)cc2)cc1 (stereo not drawn) | -7 | -5 | 4 | 0 | 15 | -2 | -0.2 | -1 | -1
CCn1c2ccccc2c2nnc(SCC(=O)c3c(N)n(C)c(=O)n(C)c3=O)nc21 | 2 | 0 | 1 | -7 | -7 | 10 | -0.1 | -7 | 5
CCc1nc2ccccc2n1CC(=O)N1CCN(Cc2ccccc2)CC1 | 4 | 1 | 0 | -21 | 5 | 8 | -1.2 | -3 | 3
Cc1cc(C)cc(CC2CC(=O)N(c3ccc(Cl)cn3)C2=O)c1 (stereo not drawn) | 4 | -3 | 11 | -52 | 14 | 9 | -1.7 | -4 | 2
CS(=O)(=O)N1CCC(C(=O)NCCC2=CCCCC2)CC1 | 5 | 3 | 5 | 16 | 25 | 1 | -0.7 | -3 | 8
O=C(CCc1ccccn1)N1CCCC(N2CCN(c3ccc(F)cc3)CC2)C1 (stereo not drawn) | -1 | -4 | 0 | 6 | 14 | -4 | -3.9 | 1 | -2
CCC1(CC)NC(=O)N(CC(=O)Nc2cccc3ccccc23)C1=O | 7 | -2 | 11 | -8 | 5 | -14 | -0.1 | 7 | 1
CC1CCN(C(=O)CN(c2ccc(Cl)c(C(F)(F)F)c2)S(C)(=O)=O)CC1 | -7 | -4 | 1 | 1 | 8 | 12 | -2.0 | 0 | 5
Cc1ccccc1NC(=O)COC(=O)C1C2CC3OC(=O)C1C3C2 (stereo not drawn) | 8 | -3 | -1 | 4 | 0 | 1 | -2.4 | 4 | -1
CCCNc1nc(Cl)nc(NCc2cccnc2)n1 | -5 | -9 | 1 | -6 | 14 | -9 | -1.7 | -3 | 11
CC1CN(C(=O)c2c([N+](=O)[O-])cnn2C)CC(C)O1 (stereo not drawn) | 3 | 3 | 4 | 6 | -10 | -15 | 0.3 | -11 | 0
CCC1CCCCN1S(=O)(=O)c1ccccc1 (stereo not drawn) | -6 | -3 | -2 | -4 | -14 | -18 | 0.3 | -7 | 11
CCOC(=O)C1=C(COC(=O)/C=C/c2ccco2)NC(=O)NC1C (stereo not drawn) | 6 | -1 | 11 | 0 | -14 | -9 | 2.5 | -14 | -1
CCN1CCCc2cc(CN(CCN3CCOCC3)C(=S)Nc3cc(F)cc(F)c3)ccc21 | -28 | -6 | 1 | 2 | -25 | -12 | -1.7 | -9 | 7
(list continues)
SMILES | M4 PAM | M5 ag | TAAR1 ag | CRFR2-BP antag | M1 PAM parental | TAAR1 antagonist | CRFR2-BP ag | CHRM5 PAM | M5 antag
Nc1nc(CN2CCC(Cc3ccccc3)CC2)nc(Nc2ccccc2)n1 | -12 | -5 | 7 | -24 | 2 | 8 | 0.4 | -15 | 7
Cc1nc(NC(=O)COC(=O)CCc2nc3ccccc3s2)c(Cl)cc1Cl | -2 | -1 | -1 | -8 | 6 | 0 | -1.4 | 2 | -8
CC(=O)c1ccc(NC(=O)CSc2nc(N)c3cc4c(nc3n2)CCCC4)cc1 | 3 | -2 | 1 | -27 | -6 | 3 | -2.0 | -7 | 5
CC(NC(=O)Nc1cccc(Cl)c1)C(c1cccs1)N1CCCC1 (stereo not drawn) | -2 | 0 | 28 | 2 | 9 | -13 | -2.9 | -2 | 9
C#CCNC(=O)C(C)c1ncc(C(F)(F)F)cc1Cl (stereo not drawn) | 11 | -1 | 0 | -9 | 13 | 18 | 4.4 | -2 | -1
CCC1C(=O)NCCN1C(=O)CCc1nnc(CCc2ccc(OC)cc2)o1 (stereo not drawn) | 0 | -3 | 4 | -1 | 0 | -10 | 0.0 | 2 | -12
Cc1ccc(NC(=S)Nc2cc(C)on2)cc1 | 2 | -2 | 0 | -6 | -17 | -20 | -0.6 | 4 | 2
